High-throughput results deposited in PubChem BioAssay by National Center for Advancing Translational Sciences (NCATS).
MCF10A rerep: A quantitative high throughput screen for small molecules that induce DNA re-replication in MCF 10a normal breast cells; MCF 10A DNA re-replication, Hoechst nuclear intensity, 48 h; Potency, µM (highest dose often 46.1 µM), for inactives: at the highest dose activity, positive = re-replication, hits mostly activators; 350,000 compounds, 2.9% hits; further: potency means the concentration at half of the fitted maximal effect; % of control where 0% means no effect; nearly all actives have a fitted effect of over 50% in size
IL-1B inflam inh: qHTS for Inhibitors of Inflammasome Signaling: IL-1-beta AlphaLISA Primary Screen | AID 743279, 2014 | THP-1 LPS/ATP IL-1B secretion, AlphaLISA, 16 h; active compounds read low | activity change, % at 57.5 µM | 360,000 compounds, 4.7% hits; in the data active means activity change below about -50%; inconclusive means mostly about -30% to -49%; further: on the % scale 0 is the no-effect control and ±100 the full control effect
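THP-1 cells pretreated 1 hr with compounds (up to 57.5 uM final), then stimulated with LPS (250 ng/mL final) plus ATP (1.25 mM final); secreted IL-1B measured by AlphaLISA after 16 hr, decreased signal indicating inhibition.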
HepG2 tox: qHTS for Inhibitors of TGF-b: Cytotox Counterscreen. HepG2 CAGA-GFP viability, ATP luminescence, 18 h. Potency, µM (top dose mostly 46.1 µM), for inactives: at the highest dose activity change, negative = cytotoxicity, hits mostly cytotoxic. 410,000 compounds, 0.76% hits. AID 588856, 2011; further: potency means the concentration at half of the fitted maximal effect; some results filed as inactive show a strong effect at the top dose
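HepG2 CAGA-GFP cells (1000/well, DMEM with 1% FBS) received compound, then TGF-beta at 500 pg/mL final, and were incubated 18 hours at 37 degrees C. Viability was read by CellTiter-Glo luminescence. Media-only wells were set as complete cell-killing and DMSO as no toxicity.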
S2 tox: Viability Counterscreen for Primary qHTS for Inhibitors of ATXN expression. AID 651635, 2014. Potency, µM (top dose mostly 56.7 µM), actives largely listed as cytotoxic. 400,000 compounds, 0.49% hits. S2 cells (HEK-293 line with an ATXN2-luciferase reporter) viability, CellTiter-Fluor protease fluorescence, 24 h; further: potency means the concentration at half of the fitted maximal effect; nearly all actives have a fitted effect of over 40% in size
A549 tox: Nrf2 qHTS screen for inhibitors: counterscreen for cytotoxicity | Potency, µM (series often up to 46 µM), inactives show at the top dose activity change, negative = cytotoxicity, actives largely listed as inhibitors | AID 504648, 2011 | A549 ARE-Fluc cells, CellTiter-Fluor viability, 18-24 h | 390,000 compounds, 0.16% hits; further: potency means the concentration at half of the fitted maximal effect; on the % scale 0 is the no-effect control and ±100 the full control effect
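A549 ARE-Fluc cells in 5% FBS OPTI-MEM, 5000 cells/well, rested 2 h then exposed to compounds in concentration-response for 18-24 h at 37 °C. Viability by CellTiter-Fluor fluorescence (Ex 405/Em 525) after 30 min; luciferase luminescence (BugLite, 15 min, RT) read afterwards.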
Nrf2 inh: Nrf2 qHTS screen for inhibitors. A549 ARE-Fluc reporter, luciferase luminescence, 18-24 h. Potency, µM (highest dose often 46 µM), inactives show top-dose activity change, negative = inhibition, usual class: inhibitors. 360,000 compounds, 2.1% hits. AID 504444, 2011; further: potency means the concentration at half of the fitted maximal effect; on the % scale 0 is the no-effect control and ±100 the full control effect; nearly all actives have a fitted effect of over 60% in size
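Concentration-response testing used A549 ARE_Fluc cells at 5000 cells/well. Following an 18-24 h compound incubation, viability was read by fluorescence (Ex 405/Em 525) and luciferase output by luminescence.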
ATXN2 expr inh: Primary qHTS for Inhibitors of ATXN expression; Potency, µM (doses to about 57 µM), for inactives: top-dose activity change, negative = inhibition, most hits filed as inhibitors; HEK-293 ATXN2-luciferase reporter, luminescence, 24 h; 360,000 compounds, 0.72% hits; further: potency means the concentration at half of the fitted maximal effect; on the % scale 0 is the no-effect control and ±100 the full control effect; nearly all actives have a fitted effect of over 55% in size
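qHTS (up to 57 uM final) was run with 24 h compound exposure of reporter cells at 37 °C. Each well was multiplexed: SteadyGlo luminescence measured ATXN2-luciferase expression after a fluorogenic Gly-Phe-AFC viability readout (25 uM final).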
Nrf2 activator: qHTS of Nrf2 Activators; AREc32 ARE-luciferase reporter (MCF7-derived line), luminescence, 24 h; Potency, µM (highest dose often 46.1 µM), inactives show top-dose activation, actives largely listed as activators; 410,000 compounds, 0.31% hits; further: potency means the concentration at half of the fitted maximal effect; % of control where 0% means no effect; nearly all actives have a fitted effect of over 65% in size
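Steps: seed AREc32_Fluc cells (1000/well, 5% FBS OPTI-MEM); incubate overnight at 37 deg C; add 23 nL compound; incubate 24 hr; add Steady-Glo; hold 30 min RT; read luminescence.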
TGFb inhibitor: qHTS for Inhibitors of TGF-b; HepG2 CAGA-GFP TGF-b/SMAD3 reporter, GFP fluorescence, 18 h; TGF-beta stimulated, 500 pg/mL final; Potency, µM (doses to about 46.1 µM), for the others: at the top dose activity, negative = inhibition, actives largely listed as inhibitors; 410,000 compounds, 1.2% hits; further: potency means the concentration at half of the fitted maximal effect; on the % scale 0 is the no-effect control and ±100 the full control effect; nearly all actives have a fitted effect of over 65% in size
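Per well, imaged GFP fluorescence of HEPG2 CAGA-GFP cells gives the signal; cells get compound, then TGF-beta (500 pg/mL final), 18 h at 37 degrees C; %Activity versus -TGF-beta and +DMSO controls.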
An asterisk follows results filed as active; i = inactive; ? = inconclusive; nt = not tested or not shown; [ ] = another dose, or the depositor's remark. Unless noted, the call rests on the fitted dose curve; in most records, active means well fitted curve in the direction sought with a large enough effect; inconclusive means small, poorly fitted or top-dose-only effect, or another doubt; inactive means no such curve, though single readings can be large; an effect the other way counts as inactive or inconclusive.

SMILES | MCF10A rerep | IL-1B inflam inh | HepG2 tox | S2 tox | A549 tox | Nrf2 inh | ATXN2 expr inh | Nrf2 activator | TGFb inhibitor
Cc1cc(C)cc(NC2=NCC(=O)N2Cc2ccccc2)c1 | ? | 17.6 | 3.6% | i | -8.0% | -3.4% | 8.2% | 2.4% | -0.1%
CCCCC1CC2=C(C(=O)OC(C)(C)O2)C(c2cccc3ccccc23)O1 (stereo unspecified) | nt | -23.4 | -45.5% | i | nt | nt | -8.5% | 7.9% | ?
Cc1cc2nn(-c3cccc4ccccc34)nc2cc1N | 20.6µM* | 30.4 | -1.1% | i | -0.5% | 18.6% | 37.6%[activator] | 0.4% | 12.5%
COC(=O)C1=C(C(=O)c2ccccc2)C(c2ccccc2)n2nnnc2N1 (stereo unspecified) | -0.1% | 1.6 | -18.6% | 20µM* | -18.5% | -12.7% | ? | -0.4% | -1.0%
O=C(CN1CCOCC1)NCc1cc([N+](=O)[O-])ccc1O | 1.8% | 0.0 | 1.2% | ? | -15.8% | 9.2% | -7.5% | 0.3% | 4.5%
Cn1c2ccccc2c2cc(/C=N/NC(=O)c3ccc(O)cc3O)ccc21 | 140.0% | 0.0 | 0.5% | i | -14.4% | 0.8% | -15.0% | -1.8% | -1.0%
CCNC(=O)CC1C(=O)N(c2ccccc2)C(=O)N1Cc1ccc(F)cc1 (stereo unspecified) | nt | nt | -44.6% | i | 2.9% | 9.2% | 11.3% | 0.3% | 12.7%
O=C(Nc1ccc(-c2cnco2)cc1)c1ccccc1 | 3.1% | -71.4* | 6.7% | i | -6.9% | ? | 54.0%[activator] | 3.0% | 0.7%
Cc1cc(-c2ccccc2)n2ncnc2n1 | -7.4% | -9.6 | -10.7% | i | -5.1% | 0.6% | 20.5% | 0.1% | 2.3%
CC(=O)N1CCN(Cc2cc(=O)oc3cc(C)cc(C)c23)CC1 | nt | -15.3 | 2.5% | i | nt | nt | 12.9% | 0.3% | -0.1%
CCCCn1c(N)c(N(CC(C)C)C(=O)C2CC(=O)N(c3ccc(CC)cc3)C2)c(=O)[nH]c1=O (stereo unspecified) | 5.7% | -9.9 | 8.0% | i | 1.5% | 1.2% | 7.1% | 0.3% | 17.2%
CCN(CC)CCN(Cc1cc2cc3c(cc2[nH]c1=O)OCCO3)C(=S)NCCOC | nt | ? | -3.4% | i | nt | nt | nt | 0.0% | 9.9%
O=C1CN(S(=O)(=O)c2cc(Cl)ccc2Cl)CCN1 | 0.8% | 8.6 | 3.2% | i | -1.0% | -21.3% | -18.6% | -0.2% | 0.1%
N#Cc1cccc(NC(=O)CN2C(=O)NC3(CCCCCC3)C2=O)c1 | -0.2% | -28.5 | 2.5% | i | 4.1% | -14.3% | -6.2% | 1.1% | -4.8%
CC(=O)Nc1ccc(Sc2ccc([N+](=O)[O-])o2)cc1 | 1.84µM* | -97.3* | 20µM* | ? | -10.8% | 11.3% | ? | ? | ?
CN1C(=O)C(CC(=O)NC2CCCCC2)SC1=Nc1ccccc1 (stereo unspecified) | -1.9% | 13.6 | 2.7% | i | -2.5% | -8.5% | nt | -0.4% | 1.5%
O=C(CCC(=O)N1CCOCC1)Nc1nnc(C2CCCCC2)s1 | 1.9% | 10.4 | -12.5% | i | -0.3% | 9.4% | 3.0% | -0.3% | 8.3%
CCCN1CCN(CCCNC(=O)CN2C(=O)c3cccnc3Oc3ccc(Cl)cc32)CC1 | 1.8% | ? | 16.4% | i | 1.5% | 0.8% | -4.2% | -0.3% | -11.3%
CCN(CC)C(=O)C1CCC(CNS(=O)(=O)c2cccc3cccnc23)CC1 (stereo unspecified) | 13.0% | 3.6 | -8.0% | i | -2.8% | 9.0% | -0.4% | 3.1% | -11.8%
C(=Cc1cnc2ccccc2n1)c1ccc2c(c1)OCO2 | nt | -20.0 | -43.1% | nt | nt | nt | nt | -4.3% | -9.0%
Cc1ccc(C)c(NC(=O)CSc2ncc3c(n2)-c2ccc(Cl)cc2N(C)S3(=O)=O)c1 | nt | nt | -5.6% | nt | -0.3% | 2.9% | nt | 4.2% | 15.0%
O=C(Nc1ccc2c(c1)nc1n2CCN(C2CCCCC2)C1)c1ccco1 | 0.1% | -23.1 | -16.3% | i | 1.8% | 9.0% | 9.4% | 0.1% | -19.5%
Cc1ccc(-n2c(SCC(=O)NCC3CCCO3)nc3ccccc3c2=O)cc1C (stereo unspecified) | 8.9% | -23.8 | -19.6% | ? | -8.1% | -18.6% | -7.0% | -0.9% | -11.5%
COCCNC(=O)CN1C(=O)NC2(CCCCCC2)C1=O | 1.7% | 11.6 | -12.0% | i | 1.9% | 8.5% | 2.5% | -0.4% | 8.9%
COc1ccccc1-c1cnc(C(O)c2ccc(CN3CCCCC3)cc2)[nH]1 (stereo unspecified) | nt | 7.7 | -5.7% | i | nt | nt | 7.0% | 0.6% | 17.8%
O=C(CCn1c(=O)sc2ccccc21)Nc1cccnc1 | -3.0% | 11.1 | -12.3% | i | 8.5% | -20.6% | -5.2% | -0.6% | -20.9%
CC(=O)Nc1ccc(-n2nnnc2SCC(=O)NCc2cccs2)cc1 | 0.0% | -23.1 | -5.5% | ? | 2.9% | 6.0% | nt | -0.5% | -5.0%
Cc1nc(SCC(=O)O)c2oc3ccccc3c2n1 | 583.7%[0.0737 µM] | 6.8 | -2.4% | i | -7.4% | -12.4% | -6.1% | -0.9% | -17.5%
CCCn1c(C(C)NC(=O)c2ccccc2)nc2ccccc21 (stereo unspecified) | 1.0% | 13.8 | -0.2% | i | -0.6% | 8.8% | -1.7% | -0.5% | 1.2%
Cc1ccc(S(=O)(=O)n2nc(C)c(S(=O)(=O)N3CCCCCC3)c2C)cc1C | nt | nt | 0.0% | ? | -1.0% | nt | 1.0% | -1.7% | 20.3%
Nc1cc(N)cc(Cc2ccccc2)c1 | nt | -16.2 | -16.0% | i | nt | nt | 4.9% | 0.7% | 22.2%
CN(C)S(=O)(=O)c1cccc(NC(=O)CSc2ncnc3ccccc23)c1 | ? | -99.9* | -40.2% | i | 1.0% | ? | -3.0% | 12.6% | ?
Cc1ccc(-c2nnc(CSc3nnc(COc4cccc5ccccc45)n3-c3ccccc3)o2)cc1 | 0.6% | 0.0 | 27.1% | ? | ? | ? | ? | 0.4% | 12.6µM*
COc1ccc(CN2CCC(C(=O)c3cccc(Cl)c3)CC2)cc1 | 0.2% | -11.2 | -3.0% | i | 0.5% | 0.5% | 0.4% | -0.4% | 0.4%
Cc1ccc(-n2ncc3c(=O)n(-c4ccc(C)c(C)c4)c(C)nc32)cc1 | -4.4% | 0.0 | -8.3% | i | -8.0% | -3.4% | -5.5% | 0.3% | 1.6%
CCN(CC(=O)Nc1ccc(C)c(S(=O)(=O)N(C)C)c1)Cc1ccccc1 | -13.7% | -4.1 | -9.7% | i | 3.5% | ? | nt | 7.5% | 1.5%
CCCCSc1nc(N)c(C#N)c(-c2cccs2)c1C#N | ? | ? | -42.5% | i | ? | ? | -2.9% | 3.0% | ?
Nc1sccc1C(=O)c1ccccc1 | -8.2% | -10.8 | -4.7% | i | -4.4% | 0.2% | 11.1% | 2.9% | 8.4%
CCN(CC(=O)Nc1ccc(NC(C)=O)cc1)C(=O)c1cccc(S(=O)(=O)N2CCc3ccccc3C2)c1 | 0.3% | -11.2 | -13.1% | i | 0.0% | -4.9% | -1.9% | 0.4% | 0.2%
COc1ccc(Cl)cc1NC(=O)CCc1c(C)nc2c(c1C)c(=O)n(C)c(=O)n2C | nt | nt | 2.8% | i | -6.8% | 17.3% | 1.5% | 0.5% | -0.7%
O=c1c2oc3ccccc3c2ncn1Cc1ccccc1F | 15.8% | -17.5 | -8.1% | i | -6.8% | 22.1% | 43.8%[activator] | 0.2% | 2.3%
CCN(CCC#N)c1ccc(/C=N/Nc2nc(C)cc(=O)[nH]2)c(C)c1 | -24.4% | -4.4 | -14.9% | i | -4.9% | -3.7% | -0.9% | 8.3% | 1.2%
COc1cc([C@H]2[C@@H]3CCCC[C@]3(O)CCN2CC(=O)Nc2ccc(C)cc2C)ccc1O | 28.4% | -6.8 | -3.4% | i | 0.1% | -3.5% | 1.8% | -0.6% | -3.2%
COc1ccc(C2c3[nH]c4ccccc4c3CCN2Cc2cccn2-c2ncccn2)cc1C (stereo unspecified) | 14.9%[9.22 µM] | -26.8 | 0.0% | i | -25.3% | 21.7% | -21.4% | 10.3% | 0.0%

Compound profiles, from the list above. Values in the order: MCF10A rerep, IL-1B inflam inh, HepG2 tox, S2 tox, A549 tox, Nrf2 inh, ATXN2 expr inh, Nrf2 activator, TGFb inhibitor
Listed for `CCN(CCC#N)c1ccc(/C=N/Nc2nc(C)cc(=O)[nH]2)c(C)c1` → -24.4%, -4.4, -14.9%, i, -4.9%, -3.7%, -0.9%, 8.3%, 1.2%
Listed for `Nc1sccc1C(=O)c1ccccc1` → -8.2%, -10.8, -4.7%, i, -4.4%, 0.2%, 11.1%, 2.9%, 8.4%
Listed for `CCCCSc1nc(N)c(C#N)c(-c2cccs2)c1C#N` → ?, ?, -42.5%, i, ?, ?, -2.9%, 3.0%, ?
Listed for `O=c1c2oc3ccccc3c2ncn1Cc1ccccc1F` → 15.8%, -17.5, -8.1%, i, -6.8%, 22.1%, 43.8%[activator], 0.2%, 2.3%
Listed for `COc1cc([C@H]2[C@@H]3CCCC[C@]3(O)CCN2CC(=O)Nc2ccc(C)cc2C)ccc1O` → 28.4%, -6.8, -3.4%, i, 0.1%, -3.5%, 1.8%, -0.6%, -3.2%
